OX1R antag-1 = OX1R (HCRTR1) antagonists, primary screen, fluorescence, CHO/OX1R cells, Fluo-8 calcium, orexin A; Orexin/Hypocretin receptor type 1 (Homo sapiens), O43613; Fluo-8 calcium fluorescence; inhibition, % at 5 µM; 330,000 compounds, 0.43% hits; AID 434989, 2010;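 active means inhibition above its plate's threshold, mean inhibition of all tested compounds on the plate plus 3 SD, cut at about 37% in these data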;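 further: 0% = orexin A challenge wells and 100% = SB-334867-A antagonist wells; not every result past the cut was called active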
Target sequence (O43613 whole entry, looked up): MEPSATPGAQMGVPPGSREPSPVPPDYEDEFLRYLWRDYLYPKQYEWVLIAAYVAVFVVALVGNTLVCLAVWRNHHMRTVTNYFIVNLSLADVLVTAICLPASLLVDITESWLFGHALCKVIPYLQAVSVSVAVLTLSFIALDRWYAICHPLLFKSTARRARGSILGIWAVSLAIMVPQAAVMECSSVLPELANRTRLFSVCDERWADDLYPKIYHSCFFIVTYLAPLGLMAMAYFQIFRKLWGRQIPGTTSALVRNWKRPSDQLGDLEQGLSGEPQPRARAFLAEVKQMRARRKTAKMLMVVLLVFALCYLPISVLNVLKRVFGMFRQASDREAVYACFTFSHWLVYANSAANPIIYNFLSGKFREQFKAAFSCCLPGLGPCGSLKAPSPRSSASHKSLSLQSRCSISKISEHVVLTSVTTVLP
OX1R antag-2 = antagonists of human orexin 1 receptor (OX1R). Orexin/Hypocretin receptor type 1 (Homo sapiens), O43613. OX1R-expressing cells, FRET antagonist read-out. inhibition, % at 6.6 µM. 330,000 compounds, 1.8% hits. AID 485270, 2010; in the data active means inhibition mostly above about 38%, no sharp cut-off; inactive means mostly below about 40%;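 further: 0% = agonist challenge alone and 100% = reference antagonist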
Numbers without * were called inactive.

SMILES	OX1R antag-1	OX1R antag-2
COc1ccc(CCNC(=O)c2ccc(CNS(=O)(=O)c3ccccc3)cc2)cc1OC	-8	25
CNC(=S)NNC(=O)COc1cccc(C)c1C	-2	27
Fc1ccccc1-n1cc(-c2ccccc2)[nH]c1=S	-2	25
Cc1cc(C(=O)COC(=O)c2ccncc2)c(C)n1Cc1ccco1	-7	17
C[C@H](CO)N1C[C@H](C)[C@@H](CN(C)S(=O)(=O)c2ccccc2)Oc2ccc(NC(=O)Nc3ccc4c(c3)OCO4)cc2C1=O	-10	6
O=C(NO)c1cc(OCC(F)(F)F)ccc1OCC(F)(F)F	-8	10
OCCNC1=NCCN1	12	10
CN1CCN(C(=O)CSc2nc(-c3cccs3)cc(-c3cccs3)c2C#N)CC1	2	14
CS(=O)(=O)Cc1ccc(C(=O)NCC2(N3CCCCC3)CCCCC2)cc1	-3	11
CN(C)/C=C/C(=O)c1nn(-c2ccc(F)cc2)ccc1=O	-8	2
Cc1ccc(C)c(NC(=O)CSc2nnc(Cc3cccn3C)n2-c2ccc(F)cc2)c1	-23	19
COc1ccc(CN(Cc2cc3cc(C)ccc3[nH]c2=O)C(=O)N(C)C)cc1	-14	20
O=C(CN1CCN(C(=O)c2ccco2)CC1)Nc1ccc2c(c1)OCO2	-4	-4
O=C(O)c1cccc(Cn2c(Cl)c(/C=N/Nc3ccccc3)sc2=O)c1	7	2
CCCOc1ncnc2c1[nH]c1ccc(OC)cc12	-11	16
Cc1cc(C)cc(NC(=O)c2ccc(S(=O)(=O)NCc3cccnc3)cc2)c1	-8	1
Cc1c(CCC(=O)O)c(=O)oc2cc(OCc3ccccc3Br)ccc12	1	5
CCNC(=O)COC(=O)/C=C/c1ccccc1[N+](=O)[O-]	-20	52
CC(C)(C)NC(=O)NC(=O)COC(=O)C1c2ccccc2Oc2ccccc21	4	20
COc1ccc2c(Cl)c(-c3nnc(SCC(N)=O)n3C)sc2c1	1	20

Next section; the last 2 above are carried over.
SMILES	OX1R antag-1	OX1R antag-2
CC(C)(C)NC(=O)NC(=O)COC(=O)C1c2ccccc2Oc2ccccc21	4	20
COc1ccc2c(Cl)c(-c3nnc(SCC(N)=O)n3C)sc2c1	1	20
CN(Cc1nc(-c2cccs2)no1)CC1COCCO1 (stereo unspecified)	-1	7
CN(C)/C=C/C1=C([N+](=O)[O-])C(c2cccc([N+](=O)[O-])c2)NC(=O)N1 (stereo unspecified)	36	88*
COc1ccc(N(CC(=O)NCCSC2CCCCC2)S(=O)(=O)c2ccc(C)cc2)cc1	-13	22
CC(=O)c1ccc(NC(=S)Nc2cccc3ccccc23)cc1	-33	29
COc1ccc(C(=O)O/N=C(\N)c2ccccc2Cl)cc1OC	-25	3
O=C(CSc1nc2ccccc2[nH]1)N1CCN(S(=O)(=O)c2ccc(Cl)cc2)CC1	-24	2
COc1cccc(N2CCN(C(=O)c3nc4nc(C)cc(C)n4n3)CC2)c1	-11	14
Cc1cc(C)c(NC(=O)CSc2nnc(CNC(=O)c3ccco3)o2)c(C)c1	-24	11
C/C(=N\N1CCN(c2ccccc2)CC1)c1ccccc1O	-6	1
O=C(Nc1cc(Cl)ccc1Cl)c1ccco1	-24	10
O=C(NCCOc1ccccc1Cl)c1cccc2c1C(=O)c1ccc(Cl)cc1S2(=O)=O	-20	11
Cc1cc(C(=O)NNC(=O)Nc2cccc(C(F)(F)F)c2)no1	8	11
CCOC(=O)N1CCN(C(=O)c2ccc(CS(=O)(=O)c3ccc(OC)cc3)o2)CC1	0	11
CCCCN(CC)CCCNC(=O)Cn1nc(Cc2cccnc2)c2ccccc2c1=O	-4	16
c1ccc2c(c1)N1CCCN=C1N2CCN1CCCCC1	-5	9
O=S(=O)(O)c1nc2ccccc2n1Cc1ccc(Cl)cc1	-19	11
CCOc1ccccc1OCC(=O)Nc1ccc(Cl)cc1Cl	-14	29
CCOc1ccc(NC(=O)CN2CCCC2c2cccs2)cc1S(=O)(=O)N1CCCC1 (stereo unspecified)	-12	11
CCC(=O)Oc1ccc(C(=O)Nc2ccc3c(c2)C(=O)N(C2CCCCC2)C3=O)cc1	-8	6
CCc1nnc2n1N=C(c1ccc([N+](=O)[O-])cc1)CS2	-12	56*

The final 2 entries of the part above come first, to join the parts:
SMILES	OX1R antag-1	OX1R antag-2
CCC(=O)Oc1ccc(C(=O)Nc2ccc3c(c2)C(=O)N(C2CCCCC2)C3=O)cc1	-8	6
CCc1nnc2n1N=C(c1ccc([N+](=O)[O-])cc1)CS2	-12	56*
COc1ccc(CC2(CO)COc3ccccc3C2=O)cc1 (stereo unspecified)	14	16
CC(Oc1ccccc1F)C(=O)/C=C/N(C)C (stereo unspecified)	-10	8
CC(C)(C)c1nn(-c2ccccc2)c2[nH]c(=O)c(CNc3ccc4c(c3)OCCO4)cc12	-27	3
Cn1c(N)c(C(=O)COC(=O)c2ccc3c(c2)OCCO3)c(=O)n(C)c1=O	-10	9
O=C(/C=C/c1ccccc1)NC1CC2CCC1C2 (stereo unspecified)	7	17
Cc1cccc(NC(=O)C2CCN(S(C)(=O)=O)CC2)c1C	9	5
COc1ccc(NC(=O)Nc2cccs2)cc1Cl	-3	17
COc1ccc(CC(=O)Nc2ccc3nc(C)sc3c2)cc1OC	-3	13
CSc1ccccc1NC(=O)CN(C)Cc1ccc(Br)cc1	-38	16
O=C(COc1ccccc1Cl)N1CCN(c2ccc([N+](=O)[O-])c(N3CCCCC3)c2)CC1	-4	5
Cc1ccc(NC(=O)/C=C/c2ccc3c(c2)OCO3)cc1S(=O)(=O)N1CCOCC1	-9	33
CCC(C(=O)N1CCc2cc(OC)c(OC)cc2C1)c1ccccc1 (stereo unspecified)	-27	14
COc1cc(/C=C\C(=O)OCn2nnc3ccccc3c2=O)cc(OC)c1OC	-37	16
O=C(C1CCCCC1)N1CCc2ccccc21	-13	16
COC(=O)c1c(NC(=O)C(=O)NCC2CCCO2)sc2c1CC(C)(C)OC2 (stereo unspecified)	-5	12
CN(CCCC1CCCC1)C(=O)CC1C(=O)NCCN1Cc1ccc(F)cc1 (stereo unspecified)	-34	6
COc1ccc(NC(=O)CSCC(=O)Oc2c(OC)cccc2OC)cc1	-12	16
COc1cc(NS(=O)(=O)c2ccc(NC(=S)Nc3ccccc3)cc2)nc(OC)n1	-3	5
CCOc1ccc(C(NC(=O)c2ccco2)c2ccc(OC)c(OC)c2)cc1 (stereo unspecified)	-5	3
CCN1CCCC1CN(Cc1cc2c(C)cc(C)cc2[nH]c1=O)C(=O)NC1CCCCC1 (stereo unspecified)	-32	27

Complete entries as entered above.
Entry for O=C(O)c1cccc(Cn2c(Cl)c(/C=N/Nc3ccccc3)sc2=O)c1 : OX1R antag-1 = 7; OX1R antag-2 = 2
Entry for CS(=O)(=O)Cc1ccc(C(=O)NCC2(N3CCCCC3)CCCCC2)cc1 : OX1R antag-1 = -3; OX1R antag-2 = 11
Entry for COc1ccc(CC(=O)Nc2ccc3nc(C)sc3c2)cc1OC : OX1R antag-1 = -3; OX1R antag-2 = 13

Later entries.
SMILES	OX1R antag-1	OX1R antag-2
O=c1[nH]cc(N2CCCCCC2)c(=O)[nH]1	1	-1
O=C(NCCCn1ccnc1)/C(=C/c1cccs1)NC(=O)c1ccco1	-21	24
CCNC(=S)NC1CC2CCC(C1)N2Cc1ccccc1 (stereo unspecified)	-13	4
CCn1c(CCc2ccccc2)nnc1SCC(N)=O	-13	12
COc1ccc(NC(=O)CCC(=O)Nc2nnc(C3CCCCC3)s2)cc1	-19	4
CCCSc1ncc(Cl)c(C(=O)Nc2ccc(S(=O)(=O)Nc3ncccn3)cc2)n1	2	30
CCCCN1C(=O)/C(=C(/C#N)C(N)=O)c2ccccc21	-6	16
O=C(NC1CC1)c1ccc2c3c(cccc13)CC2	-12	25
Cc1ccn2cc(-c3cccc(NC(=O)c4ccccc4)c3)nc2c1	-24	78*
CC1(C)Cc2c(cnn2-c2ccc(F)cc2)C(NC(=O)CCC(F)(F)F)C1 (stereo unspecified)	-17	17
O=C(NCCc1ccccc1)c1nc(-c2cccs2)no1	-19	15
NS(=O)(=O)c1ccc(CCNC(=O)Cc2ccc(S(=O)(=O)N3CCOCC3)s2)cc1	-21	10
Cc1ccc2nc(-c3ccc(N4C(=O)CC(N5CCC(C(N)=O)CC5)C4=O)cc3)sc2c1 (stereo unspecified)	2	1
CC(C)CN1Cc2ccccc2Oc2cc(Br)ccc2S1(=O)=O	-38	23
COc1ccc(NC(C)=O)cc1NC(C)C(=O)Nc1cccc(S(=O)(=O)N2CCOCC2)c1 (stereo unspecified)	-6	6
CCOC(=O)c1ccc2c(c1)nc(-c1ccc(F)cc1)c1nccn12	0	17
CCCC(=O)NC(=S)Nc1sc2c(c1C(N)=O)CCC2	-5	13
COc1ccc(C(=O)COC(=O)c2ccc3ccccc3n2)cc1	-19	10
O=C(Nc1cc2cc([N+](=O)[O-])ccc2oc1=O)c1cccs1	-9	32
NC1=NC2(CCCCC2)n2c(nc3ccccc32)N1	-9	14
CC(C)CC(NS(=O)(=O)c1ccc2c(c1)oc(=O)n2C)C(=O)NC1CCCc2ccccc21 (stereo unspecified)	-9	25
COC(=O)C1CCN(S(=O)(=O)c2ccc(NC(C)=O)cc2)CC1	-5	10
CN(C)C=Nc1ccccc1C1C=NNC1=O (stereo unspecified)	-5	9
COc1cccc(/C=N\NS(=O)(=O)c2ccccc2)c1OC	-3	22
CC(C)Oc1ccc(/C(O)=C2/C(=O)C(=O)N(CCN(C)C)C2c2ccco2)cc1 (stereo unspecified)	-15	17
COC(=O)c1c(-c2ccc(OC)cc2)oc2ccc(-c3ccc(OC)nc3)cc12	-18	11
CCN(CC)S(=O)(=O)c1cccc(C(=O)Nc2cccnc2)c1	2	10
COc1cc(Br)c(CN2CCCN(C)CC2)cc1OC	-9	7
COc1ccc(C)cc1NC(=O)COC(=O)Cc1ccc(-c2ccccc2)cc1	-36	19
O=C(Cc1cccc2ccccc12)NN1C(=O)CSC1=S	3	31
c1coc(-c2nnc(-c3cccs3)o2)c1	-8	28
CC(C)(C)NC(=O)COC(=O)c1ccccc1Oc1ccccc1	-12	17
c1ccc(-c2[nH]ncc2CN2CCc3ccccc3C2)cc1	-25	4
CCOc1cc(C#N)ccc1OCC(=O)N1CCN(C(=O)c2cccs2)CC1	-26	4
CCCCN(C)C(=O)c1c[nH]c2ccc(S(=O)(=O)N3CCOCC3)cc2c1=O	3	20
COc1ccc(C(=O)c2cnc[nH]2)cc1OC	-6	7
O=C(CN(Cc1ccco1)Cc1cccs1)N1CCN(S(=O)(=O)c2cccc(F)c2)CC1	-15	7
Cc1cc(NC(=O)NC(C(F)(F)F)C(F)(F)F)no1	-13	3
CC1=C(C(=O)OCC2CCCO2)C(c2coc3ccccc3c2=O)C2=C(CCCC2=O)N1 (stereo unspecified)	-18	18
COc1ccc(OC)c(NC2c3ccccc3C(=O)N2Cc2ccc3c(c2)OCO3)c1 (stereo unspecified)	-15	8
Cc1cc(NC(=O)CCC(=O)N(c2ccccc2)C(C(=O)NC2CCCC2)c2cccs2)no1 (stereo unspecified)	-18	41
CNC(=O)CC(=O)Nc1ccccc1C(=O)O	5	2
CCOc1ccc(C(=O)NCC(=O)NNC(=O)CN(C)S(=O)(=O)c2ccc(Cl)cc2)cc1	-13	10
CCOC(=O)CCC(=O)Nc1ccc([N+](=O)[O-])cc1C	-21	32
COc1cccc(C(=O)NCc2ccco2)c1OC	-9	-4
CCOC(=O)/C(C#N)=C/c1c(OCC)n(CC)c2ccccc12	-30	22
O=C(O)c1csc(-c2cccc(Cl)c2)n1	-5	12
CC(=O)Cc1nsc(Nc2ccccc2)n1	-17	6
O=C(CN(C(=O)CSc1nnc(COc2ccccc2)o1)c1ccc(F)cc1)NC1CCCCC1	-29	8
COc1cc2cccc(OC)c(=O)c2c(OC)c1OC	-14	19
Cc1cc(OC(C)C(=O)NCC2CCCO2)cc(C)c1Cl (stereo unspecified)	-23	9
Cc1c(C(=O)N(Cc2cccs2)C2CCS(=O)(=O)C2)oc2ccccc12 (stereo unspecified)	-34	9
CCOCCCN(C)C1CCN(C(=O)c2oc3ccccc3c2NC(=O)c2cccc([N+](=O)[O-])c2)CC1	-17	10
COc1ccc(CC(=O)Nc2cccc(-c3nnc(-c4ccco4)o3)c2)cc1	-18	26
CC1=C(C)CC(C(=O)NNC(=O)c2ccccc2O)C(C(=O)O)C1 (stereo unspecified)	-3	21
COc1cc(-n2cnnn2)ccc1S(=O)(=O)N1CCOCC1	2	3
COCCSc1nc(N)c(NC(=O)c2ccc(OC)cc2)c(=O)[nH]1	-20	13
CCOC(=O)c1cccc(NC(=O)C2CCCO2)c1 (stereo unspecified)	-22	22
Cc1ccc(-c2nnc(NCc3nc4ccccc4[nH]3)c3ccccc23)cc1S(=O)(=O)N(C)C	-10	15
CCN(CC)S(=O)(=O)c1ccc(N/N=C/c2ccc(O)cc2O)nc1	-8	21

No new results follow: entries from further up.
SMILES	OX1R antag-1	OX1R antag-2
CCCCN(C)C(=O)c1c[nH]c2ccc(S(=O)(=O)N3CCOCC3)cc2c1=O	3	20
COc1ccc(C(=O)c2cnc[nH]2)cc1OC	-6	7
O=C(CN(Cc1ccco1)Cc1cccs1)N1CCN(S(=O)(=O)c2cccc(F)c2)CC1	-15	7

Following part:
SMILES	OX1R antag-1	OX1R antag-2
COC(=O)CN1C(=O)N/C(=C/c2ccccc2OC)C1=O	-17	119*
O=C(Nc1ccc(CSc2ccccc2)cc1)c1ccco1	-13	16
Brc1ccc(-c2noc(C3CCCCC3)n2)cc1	11	6
Cc1cc(C)cc(OCC(=O)NN2Cc3ccccc3C2=N)c1	-10	29
CCCOP(=O)(OCCC)C(Nc1ccc(C(C)C)cc1)c1ccc([N+](=O)[O-])cc1 (stereo unspecified)	55*	2
CCN(CC(=O)NC1CCCC1)S(=O)(=O)c1ccc(Br)cc1	-8	-1
COc1ccc(-n2nc3c(c2NC(=O)CCCCl)CSC3)cc1	-19	18
CSCCC(NC(=O)OC(C)(C)C)C(=O)NC(CC(C)C)C(N)=O (stereo unspecified)	-12	22

Screens (PubChem)
